Screening results: PubChem, Sanford-Burnham Center for Chemical Genomics
hIAP block: human IAP inhibition; P09923; purified IAP, CDP-Star luminescence, 30 min; inhibition, % at 10 µM; 330,000 compounds, 0.12% hits; AID 2544;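 active = inhibition reaching a set limit with compound at 10 µM in the primary screen, cut at about 35% in these data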;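 also: plate controls were DMSO wells with enzyme for no effect and no-enzyme buffer wells for full effect; values of inactives mirror those of a sister screen read the other way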
Target sequence (P09923 whole entry, looked up): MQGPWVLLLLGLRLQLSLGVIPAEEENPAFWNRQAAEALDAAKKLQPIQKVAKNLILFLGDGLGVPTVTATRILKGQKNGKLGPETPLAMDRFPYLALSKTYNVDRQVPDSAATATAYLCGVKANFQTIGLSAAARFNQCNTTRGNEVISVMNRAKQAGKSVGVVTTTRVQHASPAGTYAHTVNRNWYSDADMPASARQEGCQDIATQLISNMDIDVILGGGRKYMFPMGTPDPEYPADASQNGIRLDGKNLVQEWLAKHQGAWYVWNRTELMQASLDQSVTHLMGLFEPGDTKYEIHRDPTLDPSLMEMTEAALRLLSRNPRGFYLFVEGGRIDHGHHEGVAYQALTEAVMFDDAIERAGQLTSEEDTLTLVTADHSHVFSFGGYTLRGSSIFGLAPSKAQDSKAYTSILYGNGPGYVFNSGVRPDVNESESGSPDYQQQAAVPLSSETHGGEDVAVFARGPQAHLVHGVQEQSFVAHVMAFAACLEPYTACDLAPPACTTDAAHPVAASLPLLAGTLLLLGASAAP
A3G deaminase: inhibitors of human APOBEC3G DNA deaminase | recombinant A3G, ssDNA deamination FAM/TAMRA fluorescence | inhibition, % at 20 µM | 330,000 compounds, 0.28% hits;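 active = inhibition of at least 40% at 20 µM, with no more than 30% in the related APOBEC3A deaminase screen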;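 also: plate controls were DMSO wells with A3G for no effect and wells lacking A3G enzyme for full effect; some compounds called inactive have numbers as strong as hits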
Target sequence (Q9HC16 whole entry, looked up): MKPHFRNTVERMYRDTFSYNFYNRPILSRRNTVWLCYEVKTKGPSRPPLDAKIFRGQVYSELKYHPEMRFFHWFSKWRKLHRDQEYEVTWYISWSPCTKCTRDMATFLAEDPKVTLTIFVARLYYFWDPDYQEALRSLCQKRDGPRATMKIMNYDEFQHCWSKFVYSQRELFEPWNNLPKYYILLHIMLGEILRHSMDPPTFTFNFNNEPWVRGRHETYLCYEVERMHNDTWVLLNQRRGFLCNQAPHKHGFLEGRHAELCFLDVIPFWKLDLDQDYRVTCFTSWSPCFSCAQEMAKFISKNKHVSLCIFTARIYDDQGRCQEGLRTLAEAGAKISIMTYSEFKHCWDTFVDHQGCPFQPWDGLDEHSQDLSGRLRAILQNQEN
APOBEC3A inh: blocks human APOBEC3A ssDNA deamination; recombinant A3A, FAM/TAMRA ssDNA deamination fluorescence; P31941; inhibition, % at 20 µM; 330,000 compounds, 0.41% hits;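 active = at least 40% inhibition at 20 µM here, with at most 30% in a related deaminase screen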;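 also: plate controls were A3A with DMSO for no effect and wells lacking A3A enzyme for full effect; some results filed as inactive read as strong as hits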
mIAP act: increases mouse intestinal alkaline phosphatase activity; muIAP, CDP-Star luminescence, 30 min; hits give high values; 1 = vehicle-only enzyme signal, 0 = enzyme-free wells; activation factor at 10 µM; 330,000 compounds, 0.24% hits; AID 2805;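 active = activation factor of at least 2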; also: the source names both 10 and 20 µM as test concentration; values of inactives mirror those of a sister screen read the other way
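System: mouse IAP enzyme. Reagent: CDP-Star chemiluminescent phosphatase substrate. Benchmarks: DMSO wells, no-enzyme wells. Times: 30 min enzyme-substrate-compound incubation at room temperature. Detection: luminescence from enzymatic CDP-Star hydrolysis. Doses: test compounds delivered from DMSO solution.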
MPTP block: inhibitors of mitochondrial permeability transition pore; isolated mouse mitochondria, Ca2+ swelling absorbance, 30 min; inhibition, % at 10 µM; 360,000 compounds, 1.4% hits; AID 602449;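 active = inhibition of 50% or more, scaled per plate between neutral and stimulator controls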;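 also: 0% = DMSO wells given calcium and 100% = 1 mM EGTA wells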
hIAP activ: human IAP activation | 330,000 compounds, 0.16% hits | purified human IAP, CDP-Star luminescence, 30 min; hits give high values; 1 = vehicle-only enzyme, 0 = enzyme-free background | activation factor at 10 µM | P09923 | AID 2524;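 active = activation factor of the enzyme at least 2-fold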; also: the source names both 10 and 20 µM as test concentration; values of inactives mirror those of a sister screen read the other way
beta cell repl: MIN6 beta-cell proliferation induction. MIN6 cells proliferation, ATPlite luminescence, 48 h; cells starved in 0.2% serum; 100% = growth in 10% serum. proliferation, % at 10 µM. 330,000 compounds, 0.29% hits. AID 2380;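 active = compounds whose signal lies at least 3.5 SD above the mean of all wells on their plate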;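 also: 0% = DMSO-treated cells in low-serum medium and 100% = 10% serum control; some compounds called inactive have numbers as strong as hits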
mIAP inh: mouse IAP inhibition | 330,000 compounds, 0.2% hits | inhibition, % at 10 µM | purified mouse IAP, CDP-Star luminescence, 30 min;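 active = inhibition of at least 40% at 10 µM in the primary screen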;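 also: plate controls were DMSO with enzyme for no effect and no enzyme wells for full effect; values of inactives mirror those of a sister screen read the other way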
NR3A LBD binder: NR3A (human) ligand-binding domain modulation; NR3A LBD differential scanning fluorimetry, Tm shift; 0% = protein alone, 100% = glycine-bound protein; 340,000 compounds, 2.5% hits; Tm shift relative to glycine control, % at 25 µM;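 active = melting temperature shift of at least 10% of the positive control shift, at one fixed dose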
Active calls of the source: *; / = not tested or not shown. This is a random part of the collection, and some 5% of all compounds hit somewhere here.

SMILES	hIAP block	A3G deaminase	APOBEC3A inh	mIAP act	MPTP block	hIAP activ	beta cell repl	mIAP inh	NR3A LBD binder
CC1CN(S(=O)(=O)c2cccs2)CC(C)O1 (stereo unspecified)	-13	-6	-6	1.1	-0.1	1.1	0	-6	1
COc1ccc(NC(=O)Cc2csc(NC(=O)Nc3ccccc3OC)n2)c(OC)c1	-2	-5	0	1.2	-1.2	1	-1	-17	-3
CCOc1ccc(CCNC(=O)COC(=O)c2nc(Cl)ccc2Cl)cc1OCC	11	3	12	0.94	-1.0	0.89	7	6	0
Cn1c(=O)c2c(ncn2CC(=O)NC[C@H]2O[C@@H](n3cnc4c(N)ncnc43)[C@H](O)[C@@H]2O)n(C)c1=O	/	7	4	0.92	9.6	/	/	8	-1
O=C(CCN1CCN(C/C=C/c2ccccc2)CC1)Nc1ccc(Cl)cc1	9	0	3	1.1	-1.1	0.91	-5	-6	2
Cc1nnc(SCC(=O)Nc2ccc3c(c2)OCCO3)n1CC1CCCO1 (stereo unspecified)	-4	-3	1	0.94	-0.7	1	1	6	-6
COc1cccc(NC(=O)COC(=O)/C=C/c2ccco2)c1	-5	-6	1	1.1	-1.4	1	2	-10	-1
COc1ccc(CC(=O)N2CCN(C(=O)c3ccco3)CC2)cc1	-3	-7	-5	1	0.3	1	-1	-4	-1
O=C(Cc1ccc(-n2c(=O)[nH]c3ccsc3c2=O)cc1)NCc1cccnc1	-8	-7	-3	0.92	1.5	1.1	0	8	-2
O=C(OCC(=O)N1CCN(S(=O)(=O)c2ccccc2)CC1)C1CCC1	15	-5	-2	0.98	-0.9	0.85	-1	2	0
O=c1c2ccccc2[nH]c(=S)n1CCCN1CCN(c2ccccc2F)CC1	1	-6	-3	0.92	1.8	0.99	-4	8	-4
COc1ccc(CCn2c(-c3ccco3)nc3ccccc3c2=O)cc1OC	8	1	2	1	-1.0	0.92	0	-2	0
COc1ccc(NC(C)=O)cc1S(=O)(=O)Nc1ccc(S(=O)(=O)N2CCCCC2)cc1	2	-3	1	1.1	0.4	0.98	-2	-9	2
CC(C)CNC(=O)COC(=O)CNC(=O)c1cc(Cl)cc([N+](=O)[O-])c1	-4	-4	1	1	-0.7	1	1	-3	-2
CCC(C)N(C(=O)COC(=O)c1ccccc1SCC(=O)N1CCCC1)C1CCS(=O)(=O)C1 (stereo unspecified)	-46	-7	1	1.1	-0.8	1.5	-2	-6	-1
CC(CN1CCOCC1)c1ccccc1 (stereo unspecified)	-9	-2	1	1	0.5	1.1	2	-1	5
CC(=O)N1CCN(C(=O)c2ccc(Cl)c(S(=O)(=O)N3CCCCCC3)c2)CC1	-2	-6	-1	1.1	0.0	1	-4	-7	1
Cc1cc(C)n2nc(SCC(=O)N3CCCC3)nc2n1	-5	23	5	0.98	-0.7	1	2	2	0
COc1cc(NC(=O)CN2C(=O)NC(c3ccccc3)(c3ccccc3)C2=O)cc(OC)c1	11	-9	1	1.3	1.4	0.89	-3	-31	4
O=C(CSc1nnc(-c2ccc3c(c2)OCO3)o1)Nc1c(F)cccc1F	-22	-6	-2	0.45	0.1	1.2	-5	55*	-1
Cn1c(=O)[nH]c(=O)c2[nH]c(NCCCN3CCOCC3)nc21	15	-3	-3	1	-0.5	0.85	1	0	-2
O=S(=O)(c1ccc(F)c(F)c1)N1CCC2(CC1)OCCO2	9	-7	-5	1	0.0	0.91	-1	-2	1
Cc1ccc(Cn2nnnc2CN2CCC(NC(=O)c3ccc(Br)cc3)CC2)cc1	-20	-11	-4	1.1	-3.3	1.2	-2	-9	0
C=CCc1c(C)nc(-c2ccccc2)nc1Nc1ccccc1O	-8	-3	-1	0.98	60*	1.1	-5	2	2
CCCc1cc(=O)[nH]c(SCC(=O)NC2CCCc3ccccc32)n1 (stereo unspecified)	5	-3	0	1	0.9	0.95	-1	-2	-1
O=S(=O)(Cc1ccccc1)c1cnc2ccccc2n1	-18	-1	5	1	-2.1	1.2	-2	0	0
O=C(COC(=O)c1cnccn1)NCc1ccc2c(c1)OCO2	-8	-4	-5	1.1	0.7	1.1	-4	-8	0
COC(=O)Cn1nc(-c2ccccc2)n(-c2ccccc2)c1=S	-21	-3	-5	0.96	2.9	1.2	-3	4	-1
COc1cc(CNCCc2ccccc2F)ccc1OCC(=O)N1CCCCC1	-30	-5	-4	0.97	1.5	1.3	-5	3	-1
CC1CCCN(C(=O)CSc2nnc3n(C4CCCC4)c(=O)c4ccccc4n23)C1 (stereo unspecified)	7	-9	2	0.92	0.0	0.93	-2	8	-1
Cc1ccc2oc(C(=O)N(CCO)Cc3ccccc3)c(C)c2c1	-22	-9	-1	1	3.0	1.2	0	-4	0
COc1ccc(NC(=O)c2cc(OC)c(OC)c(OC)c2Br)cc1OC	-3	-3	1	1.1	-0.4	1	-1	-7	8
CCOc1ccc(N(C(C)C(=O)NC2CCCCCC2)S(C)(=O)=O)cc1 (stereo unspecified)	-8	-3	-3	1	0.8	1.1	-3	-2	5
CCOC(=O)C1CCN(CCCSc2ccc(Cl)cc2)CC1	21	19	0	1.1	1.3	0.79	-3	-6	0
COn1c(=O)c(-c2ccc(F)cc2)[n+]([O-])c2ccccc21	3	2	2	0.99	-0.6	0.97	1	0	0
O=C(CCCN1C(=O)c2cccc3cccc(c23)C1=O)N1CCN(c2ccc(F)cc2)CC1	-6	-4	-3	0.92	-0.1	1.1	-3	8	-1
COc1ccccc1NC(=S)NC(=O)/C=C/c1cccs1	8	-5	-2	0.83	-1.4	0.92	-3	17	-6
Cc1cnn(-c2cc(N/N=C/c3ccc(F)cc3)ncn2)c1	-4	-6	-5	0.9	-0.7	1	-4	10	1
CN(c1ccccc1)S(=O)(=O)c1cccc(C(=O)OCC(=O)NCc2ccc3c(c2)OCO3)c1	-1	-2	-2	0.89	1.7	1	1	11	13*
CCOCCCNC(=O)CN1C(=O)/C(=C/c2ccccc2)Sc2ccccc21	10	-9	-1	0.93	-0.9	0.9	0	7	-2
O=C(O)c1cc(N/N=C/C=C/c2ccccc2[N+](=O)[O-])ccc1Cl	13	-6	0	0.88	3.0	0.87	-3	12	1
COc1ccc(NC(=O)Cn2nnc(C(=O)NCc3cccs3)c2N)c(OC)c1	-24	-5	-3	1	-0.4	1.2	0	-4	1
CCCOc1cccc(-c2cc(C(=O)NN)c3ccccc3n2)c1	-13	1	3	0.89	8.2	1.1	-2	11	-1
CN1CCN(C(=O)C2=C[C@H](c3ccc(Br)cc3)C[C@H](OCCCCO)O2)CC1	-6	27	3	1.1	0.5	1.1	-4	-14	-1
CC[C@]1(C(=O)OC)[C@H]2C(=O)N(Cc3ccccc3)C(=O)[C@H]2[C@H]2CN=C(SCc3ccc(C)cc3)N21	/	5	1	1.2	-1.3	/	/	-10	3
Cc1cccc(C)c1NC(=O)CN(C)C(=O)C1CCN(c2ncnc3sc(C)c(C)c23)CC1	-7	-8	1	0.95	-0.8	1.1	-1	5	0
CSCCC(NC(=O)c1ccccc1Br)C(=O)N1CCC(C)CC1 (stereo unspecified)	2	-9	-4	1	0.2	0.98	2	0	-2
C/C(Cn1cnc([N+](=O)[O-])n1)=N\NC(=O)c1ccc(F)cc1	0	-6	-2	0.99	-0.9	1	-1	1	1
C/C(CC(=O)Nc1c(C)cc(C)cc1C)=N\NC(=O)OC(C)(C)C	-4	-2	2	1.1	-1.5	1	0	-5	1
C/C(=N\NC(=O)c1nnn(-c2nonc2N)c1-c1ccccc1)c1ccccc1O	-68	-7	-2	0.87	4.2	1.7	-3	13	-3
COc1cc2cc(CCOC(=O)c3ccco3)oc(=O)c2cc1OC	-16	-6	0	0.97	-0.3	1.2	4	3	-2
COc1ccc(C2=NN3C(=O)c4c(ccc(OC)c4OC)C3C2)cc1 (stereo unspecified)	-22	1	-2	0.89	5.5	1.2	-3	11	-1
COC(=O)c1ccccc1NCCO	-3	-6	-3	1	-0.2	1	0	0	9
CCSc1nnc(NC(=O)c2cc(-c3ccccc3O)n[nH]2)s1	-84	-3	4	0.82	2.6	1.8	0	18	6
CCCCOc1ccc(Cl)cc1Nc1nc(NCCO)nc(N2CCCC2)n1	1	-4	6	1	1.1	0.99	-9	-2	0
COc1ccc2nc(SCC(=O)Nc3ccc(S(=O)(=O)N4CCCC4)cc3)c(C#N)cc2c1	12	-4	-1	0.98	-0.6	0.89	-3	2	-1
CN(CC(=O)N1CCN(c2ccc(F)cc2)CC1)S(=O)(=O)c1ccc(F)cc1	-16	-3	2	1	-3.8	1.2	-2	-2	0
CC(=O)c1ccc(S(=O)(=O)N2CCC(NC(=O)c3ccccc3)CC2)cc1	-7	-5	-4	1	-1.1	1.1	-1	-2	1
CCCC(=O)Nc1ccc(C(=O)NCCc2ccc(F)cc2)cc1	7	-5	1	1	-1.1	0.93	0	-3	-5
Cc1ccc(CN2CC(C(=O)N(C)CC(=O)Nc3cccc(F)c3)CC2=O)cc1 (stereo unspecified)	10	-7	-1	0.94	0.9	0.91	2	6	2

Some of these compounds in order of their number in MPTP block, ascending.
| Compound | MPTP block |
| --- | --- |
| CN(CC(=O)N1CCN(c2ccc(F)cc2)CC1)S(=O)(=O)c1ccc(F)cc1 | -3.8 |
| CCCC(=O)Nc1ccc(C(=O)NCCc2ccc(F)cc2)cc1 | -1.1 |
| COc1cc2cc(CCOC(=O)c3ccco3)oc(=O)c2cc1OC | -0.3 |

Additional compounds follow:
SMILES	hIAP block	A3G deaminase	APOBEC3A inh	mIAP act	MPTP block	hIAP activ	beta cell repl	mIAP inh	NR3A LBD binder
CCc1ccc(NC(=O)CSc2nnc(CNC(=O)c3cccs3)o2)cc1	-13	-4	0	0.97	-0.3	1.1	-2	3	-6
O=[N+]([O-])c1cccc(-c2noc(-c3cccs3)n2)c1	7	-12	-3	1	2.5	0.93	-1	-3	0
CC1(C)CC(=O)C(Sc2ccc(Br)cc2)=C(O)C1	-4	-6	-1	1.1	-0.1	1	-4	-11	1
COc1ccc(-c2nnc(SCC(=O)NC(C)c3ccccc3)o2)cc1 (stereo unspecified)	10	-2	1	0.9	-1.8	0.9	-4	10	-2
CN(C)c1ccc(C(CNC(=O)c2ccccc2)c2c[nH]c3ccccc23)cc1 (stereo unspecified)	-28	-5	-3	0.95	0.4	1.3	-3	5	-4
CCOc1ccccc1Cn1c(=O)oc2ccc(C)cc21	-7	-3	0	1	-0.1	1.1	-2	-2	-1
Cc1nc(CS(=O)(=O)c2ccccn2)sc1C(=O)NNC(=O)c1ccccc1	-18	-4	-1	0.95	0.9	1.2	2	5	5
Cc1ccc(OCC(=O)N/N=C/c2cc([N+](=O)[O-])ccc2N2CCCCC2)cc1	9	0	-2	0.9	5.7	0.91	-1	10	-16
CCC(C)(C)NC(=O)C(C)OC(=O)c1nsc(Cl)c1Cl (stereo unspecified)	16	-3	0	0.96	0.2	0.84	2	4	1
COc1cccc(NC(=O)Nc2cc(C(=O)O)ccc2C)c1	4	0	0	1	-1.3	0.96	-2	-2	-3
COc1cccc(/C=C(/C#N)c2ccc(F)cc2)c1OCc1cccc(C(=O)O)c1	14	-3	10	0.95	2.6	0.86	2	5	1
C=CCNc1oc(-c2cccc(Cl)c2)nc1C#N	-9	-1	1	0.99	0.5	1.1	-2	1	-1
